MKP-1 inh – inhibitors of human MKP-1 phosphatase; AID 374; 65,000 compounds, 0.15% hits; inhibition, %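 (compounds tested at a single concentration somewhere between 10 and 100 µM)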; recombinant MKP-1, OMFP hydrolysis fluorescence;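 active means inhibition above about 50%, limit read from the data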;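 further: 0% = DMSO max control wells and 100% = wells with enzyme stopped by NaOH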
CatG inh – inhibitors of human cathepsin G; inhibition, % at 5 µM (by protocol); AID 581; 62,000 compounds, 0.2% hits; purified enzyme, AMC-tetrapeptide fluorescence, pooled mixtures; P08311;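 active means inhibition above 20% in each of the two mixture wells holding the compound; inactive means inhibition of 20% or less in either well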;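 further: 0% = enzyme control without mixture and 100% = blank lacking enzyme; strong numbers were not always called active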
Target sequence (P08311 21-244 limits assumed): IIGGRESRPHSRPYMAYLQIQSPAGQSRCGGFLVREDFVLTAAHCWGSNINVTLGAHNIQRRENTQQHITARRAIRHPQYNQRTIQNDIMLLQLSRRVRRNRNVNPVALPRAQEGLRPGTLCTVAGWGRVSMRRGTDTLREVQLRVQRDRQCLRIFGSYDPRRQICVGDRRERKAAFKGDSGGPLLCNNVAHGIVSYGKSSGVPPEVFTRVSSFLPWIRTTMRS
Hsp90 inh – displaces geldanamycin probe from tumor Hsp90 | AID 429 | inhibition, % at 30 µM | P07900 | 64,000 compounds, 0.35% hits | NCI-N417 lysate Hsp90, Cy3B-geldanamycin FP displacement;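 active means inhibition above 50%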;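 further: 0% = tracer plus lysate wells and 100% = tracer alone without lysate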
FXIa inh mix – inhibitors of human coagulation factor XIa, pooled mixtures | P03951 | purified FXIa, fluorogenic substrate | inhibition, % at 5 µM | 62,000 compounds, 0.19% hits | AID 680;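 further: each value is inhibition by a whole ten-compound pool holding the compound; 0% = enzyme with no mixture and 100% = wells lacking enzyme; strong numbers were not always called active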
5HT1a ag – 5-HT1a (human) receptor agonism; P08908; CHO 5-HT1a Ga15 NFAT-bla reporter, FRET ratio; 0% basal, 100% maximal reference agonist; activation, % at 10 µM; 65,000 compounds, 0.56% hits;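 active means activation above the screen-wide mean activation plus 3 SD, cut at about 19% in these data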;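 further: 0% = DMSO wells and 100% = 5-CT at EC100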
Target sequence (P08908 whole entry, looked up): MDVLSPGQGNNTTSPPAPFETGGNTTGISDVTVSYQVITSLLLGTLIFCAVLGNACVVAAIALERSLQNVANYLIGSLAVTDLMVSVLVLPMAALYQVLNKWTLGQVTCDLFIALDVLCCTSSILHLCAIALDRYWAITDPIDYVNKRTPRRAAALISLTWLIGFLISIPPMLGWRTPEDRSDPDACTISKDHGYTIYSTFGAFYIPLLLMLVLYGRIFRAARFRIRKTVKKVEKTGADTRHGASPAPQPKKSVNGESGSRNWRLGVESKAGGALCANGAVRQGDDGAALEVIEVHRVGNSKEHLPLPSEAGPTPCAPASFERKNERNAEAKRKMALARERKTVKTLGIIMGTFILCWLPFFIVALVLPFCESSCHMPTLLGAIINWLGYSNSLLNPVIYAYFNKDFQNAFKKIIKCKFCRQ
CatL inh – blocks human cathepsin L protease activity | P07711 | purified cathepsin L, fluorogenic substrate, fluorescence | inhibition, %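 (tested at 10 µM)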 | 58,000 compounds, 0.17% hits; in the data active means inhibition above about 45%;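 further: 0% = enzyme with no compound and 100% = no enzyme blank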
Target sequence (P07711 114-288 limits assumed): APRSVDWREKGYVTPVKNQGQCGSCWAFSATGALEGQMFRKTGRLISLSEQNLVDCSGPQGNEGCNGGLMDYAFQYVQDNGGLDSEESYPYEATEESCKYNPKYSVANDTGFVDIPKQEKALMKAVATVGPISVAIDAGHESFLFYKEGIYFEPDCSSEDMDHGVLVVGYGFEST
Target sequence (P07711 292-333 limits assumed): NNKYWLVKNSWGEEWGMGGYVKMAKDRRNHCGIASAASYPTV
FXIIa mix inh – inhibitors of human coagulation factor XIIa, pooled mixtures | 62,000 compounds, 0.2% hits | purified FXIIa, fluorogenic substrate | AID 684 | inhibition, % at 5 µM;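 further: 0% = enzyme without compound and 100% = no enzyme blank; some results filed as inactive read as strong as hits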
C1s block – human complement C1s inhibition | P09871 | mean inhibition % of two 10-compound mixtures (hits give high values), % at 5 µM (by protocol) | 62,000 compounds, 0.16% hits | purified C1s, fluorogenic AMC substrate, pooled mixtures;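 active means inhibition above 20% in each of the two 10-compound mixture wells holding the compound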;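 further: 0% = enzyme wells lacking compound mixture and 100% = no-enzyme blank wells; some compounds called inactive have numbers as strong as hits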
Cdc25B inh – human M-phase inducer phosphatase 2 inhibition; P30305; recombinant Cdc25B, OMFP fluorescence Ex485/Em525; inhibition, %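 (compounds tested at 10 µM final in the well)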; 65,000 compounds, 0.1% hits; in the data active means inhibition above about 50%
Starred values were filed as active, the others as inactive; . = not tested or not shown. Unless noted, no stated cut-off is given here; in the data, active means inhibition above about 20% (passing the limit was not always enough); inactive means the rest.

The line under a structure holds: CatG inh	Cdc25B inh	CatL inh	FXIIa mix inh	Hsp90 inh	5HT1a ag	MKP-1 inh	FXIa inh mix	C1s block
1) CCOC(=O)C1CCN(C(=O)c2c(-c3c(F)cccc3Cl)noc2C)CC1
 : 8	-5	3	2	-3	-2.3	1	11	14
2) Cc1ccc(-c2nn(CC(=O)NCC3CCCO3)c(=O)c3ccccc23)cc1 (configuration not stated)
 : 6	-14	6	-9	-2	2.6	-3	8	-8
3) O=S(=O)(NCc1ccc2c(c1)OCO2)c1cnc[nH]1
 : 2	0	.	12	-2	-3.4	2	4	-1
4) c1ccc(OCCSc2nc3ccccc3o2)cc1
 : 18	-9	6	0	-1	-3.3	2	10	18
5) CCn1c(=NC(=O)CSC(C)=O)sc2cc(OC)ccc21
 : 9	-4	15	10	-2	3.8	-14	2	12
6) CSc1nc2oc3c(c2c2nncn12)CC(C)(C)SC3
 : 20	-7	0	2	1	-0.7	-26	7	16
7) C=C(C)CSc1nnc([C@H](CCSC)NC(=O)OC(C)(C)C)o1
 : 10	0	-2	3	1	0.0	-11	8	16
8) OC12CCCCC1C(c1ccc3c(c1)OCO3)N(Cc1ccccc1F)CC2 (configuration not stated)
 : -12	7	26	0	-2	0.1	-4	-35	-7
9) CC(C)Cn1c2nc3ccccc3nc2c2c(=O)n(CCN3CCOCC3)cnc21
 : 6	7	-124	3	-3	1.3	27	3	-34
10) N#Cc1c(SCc2ccccc2)nc(N2CCOCC2)c2c1CCCC2
 : -3	-18	.	-20	-2	0.4	10	-6	-24
11) C=CCn1c(SCC(=C)C)nc2c1c(=O)[nH]c(=O)n2C
 : 10	-7	-7	1	-2	-1.0	5	11	16
12) COc1ccccc1N(O)C1CC(=O)N(c2ccc(F)cc2)C1=O (configuration not stated)
 : .	18	12	.	34	-0.1	-5	.	.
13) Cc1c(C(=O)O)nn(-c2ccccc2)c(=O)c1C#N
 : 0	-9	20	-1	-2	-1.2	1	2	-5
14) CSCC[C@H](NC(=O)OC(C)(C)C)c1nnc(SCC(=O)Nc2c(C)cccc2C)o1
 : 4	1	9	0	-2	-1.2	26	5	5
15) CN1C(=O)/C(=C2\SC(=S)N(C(CCC(=O)O)C(=O)O)C2=O)c2ccccc21 (configuration not stated)
 : 0	10	8	2	-4	1.4	2	4	-8
16) CC(C)(C)NC(=O)C1N(c2cccnc2)C(=O)C2C(C(=O)Nc3ccccc3F)C3(C)C=CC21O3 (configuration not stated)
 : -2	4	11	0	2	-3.6	2	2	-2
17) O=C(CSc1nc2ccccc2c(=O)n1-c1ccccc1)N1CCN(CCO)CC1
 : 11	5	.	1	-5	1.5	5	8	21
18) c1ccc(-c2nn3c(Cn4nnc5ccccc54)nnc3s2)nc1
 : -6	9	6	7	-9	0.3	-4	4	-1
19) CN(C)S(=O)(=O)N1CCN(S(=O)(=O)c2ccc(F)cc2)CC1
 : -6	-12	12	5	1	-0.9	-4	0	-25
20) CC(=O)Nc1ccc(-c2nc(C)c(C(C)=O)n2O)cc1
 : 10	-12	0	5	-7	-0.1	-10	5	13

16 consecutive compounds out of the list so far:
The line under a structure holds: CatG inh	Cdc25B inh	CatL inh	FXIIa mix inh	Hsp90 inh	5HT1a ag	MKP-1 inh	FXIa inh mix	C1s block
5) CCn1c(=NC(=O)CSC(C)=O)sc2cc(OC)ccc21
 : 9	-4	15	10	-2	3.8	-14	2	12
6) CSc1nc2oc3c(c2c2nncn12)CC(C)(C)SC3
 : 20	-7	0	2	1	-0.7	-26	7	16
7) C=C(C)CSc1nnc([C@H](CCSC)NC(=O)OC(C)(C)C)o1
 : 10	0	-2	3	1	0.0	-11	8	16
8) OC12CCCCC1C(c1ccc3c(c1)OCO3)N(Cc1ccccc1F)CC2 (configuration not stated)
 : -12	7	26	0	-2	0.1	-4	-35	-7
9) CC(C)Cn1c2nc3ccccc3nc2c2c(=O)n(CCN3CCOCC3)cnc21
 : 6	7	-124	3	-3	1.3	27	3	-34
10) N#Cc1c(SCc2ccccc2)nc(N2CCOCC2)c2c1CCCC2
 : -3	-18	.	-20	-2	0.4	10	-6	-24
11) C=CCn1c(SCC(=C)C)nc2c1c(=O)[nH]c(=O)n2C
 : 10	-7	-7	1	-2	-1.0	5	11	16
12) COc1ccccc1N(O)C1CC(=O)N(c2ccc(F)cc2)C1=O (configuration not stated)
 : .	18	12	.	34	-0.1	-5	.	.
13) Cc1c(C(=O)O)nn(-c2ccccc2)c(=O)c1C#N
 : 0	-9	20	-1	-2	-1.2	1	2	-5
14) CSCC[C@H](NC(=O)OC(C)(C)C)c1nnc(SCC(=O)Nc2c(C)cccc2C)o1
 : 4	1	9	0	-2	-1.2	26	5	5
15) CN1C(=O)/C(=C2\SC(=S)N(C(CCC(=O)O)C(=O)O)C2=O)c2ccccc21 (configuration not stated)
 : 0	10	8	2	-4	1.4	2	4	-8
16) CC(C)(C)NC(=O)C1N(c2cccnc2)C(=O)C2C(C(=O)Nc3ccccc3F)C3(C)C=CC21O3 (configuration not stated)
 : -2	4	11	0	2	-3.6	2	2	-2
17) O=C(CSc1nc2ccccc2c(=O)n1-c1ccccc1)N1CCN(CCO)CC1
 : 11	5	.	1	-5	1.5	5	8	21
18) c1ccc(-c2nn3c(Cn4nnc5ccccc54)nnc3s2)nc1
 : -6	9	6	7	-9	0.3	-4	4	-1
19) CN(C)S(=O)(=O)N1CCN(S(=O)(=O)c2ccc(F)cc2)CC1
 : -6	-12	12	5	1	-0.9	-4	0	-25
20) CC(=O)Nc1ccc(-c2nc(C)c(C(C)=O)n2O)cc1
 : 10	-12	0	5	-7	-0.1	-10	5	13

(list continues)
The line under a structure holds: CatG inh	Cdc25B inh	CatL inh	FXIIa mix inh	Hsp90 inh	5HT1a ag	MKP-1 inh	FXIa inh mix	C1s block
21) CCOc1cccc(C2c3c(oc4cc(C)c(C)cc4c3=O)C(=O)N2CCCN(C)C)c1 (configuration not stated)
 : 6	1	9	2	1	-1.7	-16	-7	3
22) COc1ccc(NC(=O)c2oc3ccccc3c2NC(=O)c2ccc(OC)c(OC)c2)c(OC)c1
 : 12	-15	-31	2	0	-2.0	-5	5	7
23) CC(C)=CCC(C)(C)C1OCCN1C(=O)c1ccccc1 (configuration not stated)
 : 8	-9	10	15	-3	-2.8	2	9	12
24) NC(=O)CSc1ncc(-c2ccccc2)[nH]1
 : 2	-9	8	6	.	0.1	7	5	4
25) CCCNC(=O)c1[nH]c(C)c(C(C)=O)c1C
 : 7	15	5	0	-6	-4.0	7	8	9
26) CCCNC(=O)C1=C(C)C(=O)OC12CCC(C)CC2 (configuration not stated)
 : 1	-7	-19	8	-3	0.3	-6	2	0
27) COc1ccc(Cc2nnc(SCC(=O)N3CCc4ccccc4C3)o2)cc1
 : 10	-12	11	4	0	-4.0	-10	4	2
28) O=C(COc1ccc(F)c(Cl)c1)c1ccc[nH]1
 : 11	0	-6	3	-9	-2.5	6	7	18
29) CC(C)C1N=C2c3ccccc3N=C(SCC(=O)c3ccc(O)c(O)c3)N2C1=O (configuration not stated)
 : 0	7	.	14	49	0.9	33	8	3
30) Cc1[nH]nc2nc3c(c(OC(=O)c4ccccc4)c12)c(=O)n(C)c(=O)n3C
 : 4	0	-2	3	-1	-2.7	6	11	4
31) O=C(CSc1nnc(-c2ccco2)o1)c1ccc(F)c(F)c1
 : 10	-8	.	4	-4	-1.1	15	4	13
32) O=C(O)C1C2CCC(O2)C1C(=O)NCCC1=CCCCC1 (configuration not stated)
 : 4	2	7	-14	-6	-1.6	-17	4	12
33) N#Cc1cc2cc3c(cc2nc1SCC(=O)OC1CCCCC1)OCO3
 : 11	-3	0	15	-3	0.1	-2	3	13
34) O=C(CSc1nnnn1-c1ccccc1)N1CCc2ccccc21
 : 2	-12	8	5	-1	0.3	2	17	-9
35) CCc1oc2ccccc2c1C(=O)CCN1CCCCC1
 : -5	-12	11	-2	-1	-2.3	19	3	-6
36) O=C(NCc1ccccc1)c1cnsn1
 : 10	-7	22	6	-4	-1.6	8	0	13
37) C=CCn1c(SCC(=O)c2cccs2)nc2sc(CC)cc2c1=O
 : 19	-10	10	-15	-3	2.3	8	10	15
38) Cc1cc(C)nc(NS(=O)(=O)c2ccc(NC(=O)c3ccc4c(c3)OCO4)cc2)n1
 : 5	-5	0	13	-4	0.8	8	8	-9
39) O=C(CCCc1ccccc1)NCCN1CCOCC1
 : 9	-19	-2	5	-4	-1.1	7	1	13
40) CCC(Sc1nnc(-c2ccc(C)c(Cl)c2)n1CC)C(=O)Nc1nccs1 (configuration not stated)
 : 8	-10	8	11	-6	0.6	6	7	16
41) COc1ccccc1CNC(=O)c1ccc(S(=O)(=O)N(C)C)cc1
 : -2	-2	-3	0	0	-3.6	25	3	-4
42) Cc1cc2cc(CNC(=O)NC3CCCCC3)ccc2[nH]1
 : .	3	.	.	-10	-2.8	26	.	.
43) Cc1cc(C)n(C(=O)C(C)N2C(=O)c3ccccc3C2=O)n1 (configuration not stated)
 : -4	-9	-5	4	-4	-2.4	10	7	-6
44) COc1ccc(CCN=C2SCC(=O)N2C)cc1OC
 : 12	-5	12	7	1	1.1	2	5	55
45) CCOc1ccc(C2=Nn3c(nnc3-c3ccc(OC)cc3)SC2)cc1
 : 11	3	-14	35	4	0.0	-8	0	2
46) COc1cccc(Cn2c(OCC3CCCO3)nc3c2c(=O)n(C)c(=O)n3C)c1 (configuration not stated)
 : 15	0	-6	-1	-4	3.4	-10	3	-169
47) CCOC(=O)c1cccc(NC(=O)CN2C(=O)C3C4C=CC(C4)C3C2=O)c1 (configuration not stated)
 : -19	-7	7	13	0	0.7	-11	-43	-114
48) CCSc1nnc2c(Cl)cc(Cl)cn12
 : -4	-4	3	2	0	-2.2	5	4	1
49) C=CCSC1=C(C#N)C(c2ccccc2OC)CC(=O)N1 (configuration not stated)
 : -6	-8	-5	9	-3	-0.3	6	4	-3
50) CCOC(=O)C1CCCN(C(=O)c2sc3nc(-c4ccccc4)cn3c2C)C1 (configuration not stated)
 : -11	-20	27	4	-5	-0.8	9	3	-10
51) O=C(O)c1nn(-c2ccccc2)nc1-c1nn(-c2ccccc2)nc1C(=O)O
 : -1	-4	14	4	-2	-3.0	13	22	-32
52) CSc1ccccc1NC(=O)CN(Cc1ccccc1)S(C)(=O)=O
 : 1	-5	-1	2	-2	-4.1	1	9	4
53) O=C(c1ccccc1)c1ccc(N2CCNCC2)cc1
 : -3	-6	13	7	-3	0.9	-1	6	-19
54) CC1(C)CC(=O)c2sc(NS(C)(=O)=O)nc2C1
 : 17	-9	0	-3	0	0.7	-4	9	16
55) CCOC(=O)NC(CC(=O)O)c1ccc(OCC)cc1 (configuration not stated)
 : 0	-2	0	2	0	-2.5	1	5	1
56) COc1ccc(CCNC(=O)c2noc3c2CCCC3)cc1OC
 : 8	-7	7	-1	-10	-2.2	1	2	1
57) N#C/C(C(=O)N1CCOCC1)=C1\Nc2ccccc2S1
 : 2	-10	-5	-9	-1	3.3	-2	12	9
58) O=C(NCc1ccco1)C1CCC(CNS(=O)(=O)c2cccc3cccnc23)CC1 (configuration not stated)
 : 0	-10	.	10	-2	-0.6	2	8	-20
59) COC(=O)CCC(=O)Nc1ccc(NC(C)=O)cc1
 : 12	-10	6	1	1	0.6	-9	-2	32
60) COCCCNc1oc(-c2ccccc2F)nc1C#N
 : -3	-16	.	5	-1	-1.3	7	-6	-86
61) CC(=O)N1CCc2cc(C(=O)CN3CCN(C(=O)c4ccco4)CC3)ccc21
 : 0	4	0	-14	-4	-1.4	5	7	-1
62) COc1ccc2[nH]c(=O)c(CN(C(C)=O)C3CCCCC3)cc2c1
 : 7	9	27	0	-2	-2.8	-1	0	-1
63) c1ccc(CSc2nncn2-c2ccccn2)cc1
 : -8	4	-1	5	4	-0.9	-23	13	-41
64) O=C(NCC(=O)N(c1cccnc1)C(C(=O)NC1CCCC1)c1ccco1)c1cccs1 (configuration not stated)
 : 0	-7	-4	1	0	-1.6	36	-1	-5
65) CCc1ccc(NC(=O)C2CCN(S(C)(=O)=O)CC2)cc1
 : 10	0	17	6	-5	-0.1	10	9	14

From PubChem BioAssay
